# TcdB inh = blocks C. difficile toxin B glycohydrolase activity; TcdB glycohydrolase enzymatic assay, plate reader; hit rate 0.24% among 350,000; inhibition, % at 9.99 µM; in the data active means inhibition above about 10%
# Target sequence (P18177 whole entry, looked up): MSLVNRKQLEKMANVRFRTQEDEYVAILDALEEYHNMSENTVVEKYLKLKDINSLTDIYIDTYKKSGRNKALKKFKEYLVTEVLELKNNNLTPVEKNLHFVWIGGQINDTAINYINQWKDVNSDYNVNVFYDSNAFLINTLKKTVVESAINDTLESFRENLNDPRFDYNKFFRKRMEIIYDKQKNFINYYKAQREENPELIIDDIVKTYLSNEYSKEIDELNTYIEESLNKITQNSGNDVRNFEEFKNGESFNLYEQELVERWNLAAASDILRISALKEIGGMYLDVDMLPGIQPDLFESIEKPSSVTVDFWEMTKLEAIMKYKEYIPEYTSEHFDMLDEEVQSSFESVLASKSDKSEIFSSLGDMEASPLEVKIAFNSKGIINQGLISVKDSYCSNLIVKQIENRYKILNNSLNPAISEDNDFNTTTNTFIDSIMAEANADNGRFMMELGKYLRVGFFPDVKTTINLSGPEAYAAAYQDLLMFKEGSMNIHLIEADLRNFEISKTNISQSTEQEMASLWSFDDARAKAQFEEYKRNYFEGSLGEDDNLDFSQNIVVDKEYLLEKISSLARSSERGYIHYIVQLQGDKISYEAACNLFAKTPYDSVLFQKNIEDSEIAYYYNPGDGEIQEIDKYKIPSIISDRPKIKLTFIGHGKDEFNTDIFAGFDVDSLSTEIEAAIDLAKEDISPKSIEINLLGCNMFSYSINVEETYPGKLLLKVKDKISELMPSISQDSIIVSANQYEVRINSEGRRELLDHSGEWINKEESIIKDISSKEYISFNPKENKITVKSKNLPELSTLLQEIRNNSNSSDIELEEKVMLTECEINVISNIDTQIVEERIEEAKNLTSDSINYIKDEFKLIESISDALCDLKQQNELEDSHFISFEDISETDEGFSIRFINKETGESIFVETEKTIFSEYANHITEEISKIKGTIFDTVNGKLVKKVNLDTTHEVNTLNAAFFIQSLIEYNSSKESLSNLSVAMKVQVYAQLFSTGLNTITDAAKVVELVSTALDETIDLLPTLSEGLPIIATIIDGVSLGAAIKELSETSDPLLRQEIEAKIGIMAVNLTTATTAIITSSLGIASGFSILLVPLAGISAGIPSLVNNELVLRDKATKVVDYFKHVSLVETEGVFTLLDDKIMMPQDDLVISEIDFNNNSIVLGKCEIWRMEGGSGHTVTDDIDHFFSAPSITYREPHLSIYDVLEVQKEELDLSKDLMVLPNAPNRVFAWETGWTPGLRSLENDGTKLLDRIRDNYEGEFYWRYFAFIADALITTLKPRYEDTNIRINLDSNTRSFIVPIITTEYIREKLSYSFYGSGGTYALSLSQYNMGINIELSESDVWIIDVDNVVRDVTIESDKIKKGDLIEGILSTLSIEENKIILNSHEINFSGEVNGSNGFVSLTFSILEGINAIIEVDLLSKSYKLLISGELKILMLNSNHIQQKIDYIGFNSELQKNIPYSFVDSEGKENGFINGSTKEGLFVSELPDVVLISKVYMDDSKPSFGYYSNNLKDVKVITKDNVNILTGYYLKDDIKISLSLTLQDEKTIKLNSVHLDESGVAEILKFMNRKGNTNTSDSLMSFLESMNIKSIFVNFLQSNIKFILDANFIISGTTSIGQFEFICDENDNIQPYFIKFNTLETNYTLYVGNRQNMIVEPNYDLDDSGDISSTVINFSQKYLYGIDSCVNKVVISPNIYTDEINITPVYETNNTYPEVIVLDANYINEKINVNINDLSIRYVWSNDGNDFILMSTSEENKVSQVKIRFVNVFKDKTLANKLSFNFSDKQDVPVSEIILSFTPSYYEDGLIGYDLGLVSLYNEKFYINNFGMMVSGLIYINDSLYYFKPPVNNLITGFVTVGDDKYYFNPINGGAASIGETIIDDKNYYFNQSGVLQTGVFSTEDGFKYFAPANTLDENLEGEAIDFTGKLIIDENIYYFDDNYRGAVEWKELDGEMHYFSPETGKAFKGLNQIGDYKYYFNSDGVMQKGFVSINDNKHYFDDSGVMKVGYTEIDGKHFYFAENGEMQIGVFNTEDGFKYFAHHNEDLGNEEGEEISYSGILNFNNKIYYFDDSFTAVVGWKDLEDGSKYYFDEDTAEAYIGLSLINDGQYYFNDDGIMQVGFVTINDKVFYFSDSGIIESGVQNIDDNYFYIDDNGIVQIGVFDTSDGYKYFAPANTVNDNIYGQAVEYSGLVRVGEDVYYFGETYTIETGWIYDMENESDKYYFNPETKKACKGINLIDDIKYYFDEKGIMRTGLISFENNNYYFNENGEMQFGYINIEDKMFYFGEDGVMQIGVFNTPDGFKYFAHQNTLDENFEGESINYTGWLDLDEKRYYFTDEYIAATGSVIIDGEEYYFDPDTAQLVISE
# * = called active by the depositor.
# Sample of the layout, 3 compounds:
SMILES,TcdB inh
CC(=O)N(C)C[C@@H]1Oc2ncc(-c3ccc(C)cc3)cc2C(=O)N([C@@H](C)CO)C[C@@H]1C,-0.1
CCNC(=O)C[C@@H]1CC[C@H]2[C@H](COc3ccc(NC(=O)Cc4ccccc4)cc3C(=O)N2C)O1,0.1
CNC(=O)C[C@H]1CC[C@H]2[C@H](COc3ccc(NC(=O)C4CCCCC4)cc3C(=O)N2C)O1,-0.6

# The whole of this part, from the first entry:
SMILES,TcdB inh
CC(=O)N(C)C[C@@H]1Oc2ncc(-c3ccc(C)cc3)cc2C(=O)N([C@@H](C)CO)C[C@@H]1C,-0.1
CCNC(=O)C[C@@H]1CC[C@H]2[C@H](COc3ccc(NC(=O)Cc4ccccc4)cc3C(=O)N2C)O1,0.1
CNC(=O)C[C@H]1CC[C@H]2[C@H](COc3ccc(NC(=O)C4CCCCC4)cc3C(=O)N2C)O1,-0.6
COc1ccc(-c2ccc([C@@H]3[C@H](CO)N4CCCCN(C(=O)Cc5ccccc5)C[C@@H]34)cc2)cc1,0.9
COCC(=O)Nc1ccc2c(c1)C(=O)N(C)C[C@@H](OC)[C@@H](C)CN(Cc1cncnc1)[C@H](C)CO2,-1.2
Cc1noc(C)c1S(=O)(=O)N(C)C[C@H]1OCCCC[C@H](C)Oc2ccc(NC(=O)C3CCCCC3)cc2C(=O)N([C@@H](C)CO)C[C@H]1C,0.1
CN1C(=O)c2cc(NC(=O)c3cscn3)ccc2OC[C@H]2O[C@H](CC(=O)NCc3ccc(Cl)c(Cl)c3)CC[C@H]21,-2.4
Cc1cc(C(=O)Nc2cccc3c2O[C@H](CN(C)Cc2ccc(C(F)(F)F)cc2)[C@H](C)CN([C@H](C)CO)C3=O)n(C)n1,0.9
CN(C)Cc1cn(CC[C@H]2CC[C@@H](NS(=O)(=O)c3ccccc3)[C@H](CO)O2)nn1,-0.3
O=C(Cc1cccnc1)N1CC(=O)N2[C@@H](CO)[C@H](c3ccc(C#CC4CCCCC4)cc3)[C@@H]2C1,0.9
O=C(C1CC1)N1CCCCN2[C@@H](CO)[C@@H](c3ccc(C#CC4CCCC4)cc3)[C@@H]2C1,1.1
CNC(=O)C[C@@H]1CC[C@H]2[C@H](COc3ccc(NC(=O)Nc4ccc(F)c(F)c4)cc3C(=O)N2C)O1,1.6
C[C@@H](NC(=O)C[C@@H]1CC[C@@H]2[C@H](COc3ccc(NS(=O)(=O)c4ccc(Cl)cc4)cc3C(=O)N2C)O1)c1ccccc1,0.2
C[C@@H]1CN([C@H](C)CO)C(=O)c2cccc(NC(=O)c3ccc(-c4nccs4)cc3)c2O[C@H]1CN(C)Cc1ccncc1,0.1
CO[C@H]1CN(C)C(=O)c2cc(NC(=O)c3ccccc3F)ccc2OC[C@H](C)NC[C@@H]1C,-0.3
C[C@H]1CN([C@@H](C)CO)S(=O)(=O)c2ccc(-c3cccc(C#N)c3)cc2O[C@H]1CN(C)Cc1cccc(F)c1,-1.1
C[C@H](CO)N1C[C@H](C)[C@H](CN(C)C(=O)Nc2ccccc2)Oc2ccc(NC(=O)Cc3ccccc3)cc2CC1=O,0.8
CC(C)CC#Cc1cnc2c(c1)C(=O)N([C@H](C)CO)C[C@H](C)[C@@H](CN(C)C(=O)Cc1cccnc1)O2,0.5
C[C@@H]1CN([C@H](C)CO)C(=O)c2cc(C#Cc3ccccn3)cnc2O[C@H]1CN(C)C(=O)c1ccccn1,-3.5
C[C@@H]1CN([C@@H](C)CO)C(=O)Cc2cc(NS(=O)(=O)c3cn(C)cn3)ccc2O[C@H]1CN(C)Cc1ccc(C(=O)O)cc1,-1.4
CCCNC(=O)N(C)C[C@H]1Oc2cc(-c3ccc(C)cc3)ccc2S(=O)(=O)N([C@@H](C)CO)C[C@H]1C,0.5
CCCNC(=O)N1C[C@H]2[C@@H](c3ccccc31)[C@H](CO)N2CC1CCCCC1,-0.4
Nc1[nH]c(C(=O)c2ccc(Br)cc2)c(-c2ccncc2)c1C(=O)NCCc1c[nH]c2ccccc12,0.8
C[C@H]1CCCCO[C@@H](CN(C)C(=O)C2CCCCC2)[C@@H](C)CN([C@@H](C)CO)C(=O)c2cc(NC(=O)Cc3ccccc3)ccc2O1,-0.1
O=C(C[C@H]1CC[C@H]2[C@@H](COC[C@@H](O)CN2Cc2ccc(Cl)cc2)O1)NCc1cccc(F)c1,-2.3
# Following part.
SMILES,TcdB inh
C[C@H](CO)N1C[C@H](C)[C@H](CN(C)Cc2ccc(C(F)(F)F)cc2)OCCCC[C@H](C)Oc2ccc(NC(=O)c3ccccc3)cc2C1=O,-15
CCCN1[C@H](C(=O)OC)[C@@H](CO)[C@@H]2Cn3c(ccc(-c4ccc(OC)cc4)c3=O)[C@@H]21,-0.8
CC(C)C#Cc1ccc([C@@H]2[C@@H](CO)N3CCCCN(C(=O)Nc4ccccc4)C[C@H]23)cc1,1.3
CS(=O)(=O)Nc1ccc2c(c1)[C@@H]1C[C@@H](CC(=O)NC3CCCC3)O[C@@H](CO)[C@@H]1O2,0.4
C/C=C/c1ccc([C@H]2[C@@H](CO)N3CCCCN(C(=O)Nc4cc(F)ccc4F)C[C@@H]23)cc1,0.4
C[C@@H]1CN([C@H](C)CO)C(=O)c2cccc(NC(=O)c3cnccn3)c2O[C@@H]1CN(C)Cc1ccc(-c2ccccc2)cc1,-0.1
C[C@H](CO)N1C[C@H](C)[C@H](CN(C)S(C)(=O)=O)Oc2ccc(NS(=O)(=O)c3ccccc3)cc2CC1=O,0.0
C[C@H](CO)N1C[C@H](C)[C@H](CN(C)C(=O)c2ccccc2F)Oc2ncc(-c3cncnc3)cc2C1=O,1.3
C[C@@H]1CN([C@@H](C)CO)C(=O)c2cccc(NC(=O)Nc3ccc(C(F)(F)F)cc3)c2O[C@H]1CN(C)Cc1ccncc1,0.1
CCC(=O)N(C)C[C@@H]1Oc2cc(C#CC3CC3)ccc2S(=O)(=O)N([C@H](C)CO)C[C@@H]1C,0.3
O=C(C[C@@H]1C[C@H]2c3cc(NC(=O)C4CCOCC4)ccc3O[C@H]2[C@H](CO)O1)NCc1ccc(Oc2ccccc2)cc1,-0.4
Cc1cccc(S(=O)(=O)N[C@H]2CC[C@H](CCNC(=O)c3cnccn3)O[C@@H]2CO)c1,0.3
O=C(Cc1ccccc1)N[C@@H]1C=C[C@H](CC(=O)N2CCCCC2)O[C@H]1CO,-3.6
C[C@H]1CCCCO[C@@H](CN(C)C(=O)Nc2ccc(C(F)(F)F)cc2)[C@@H](C)CN([C@@H](C)CO)C(=O)c2cc(NS(=O)(=O)c3ccccc3)ccc2O1,-20
COc1ccc(S(=O)(=O)N(C)C[C@H]2OCCCC[C@@H](C)Oc3ccc(NS(=O)(=O)c4ccc(F)cc4)cc3C(=O)N([C@@H](C)CO)C[C@H]2C)cc1,0.6
CCCNC(=O)[C@H]1[C@H](CO)[C@H]2Cn3c(ccc(-c4ccc(C(=O)N(C)C)cc4)c3=O)[C@H]2N1CCC,-0.6
CO[C@@H](CN(C)S(=O)(=O)c1ccc(C)cc1)[C@H](C)CN([C@H](C)CO)S(=O)(=O)c1cccc(Cl)c1,0.7
C[C@H]1CN([C@@H](C)CO)C(=O)c2cccc(NC(=O)C3CCOCC3)c2O[C@H]1CN(C)Cc1ccc(C(=O)Nc2ccccc2N)cc1,-2.4
CCCc1cn(CC[C@H]2CC[C@H](NC(=O)CCN3CCCCC3)[C@H](CO)O2)nn1,-0.8
COCC(=O)Nc1ccc2c(c1)C(=O)N(C)C[C@@H](OC)[C@H](C)CN(C(=O)c1cnccn1)[C@H](C)CO2,-0.8
COc1cc(C(=O)NC2CCCCN(C)C2=O)cc(OC)c1OC (configuration not stated),0.7
CC(=O)N(C)C[C@H]1Oc2ncc(-c3cccnc3)cc2C(=O)N([C@@H](C)CO)C[C@H]1C,-0.3
CNC[C@H]1Oc2c(NC(=O)Nc3ccc(OC)cc3)cccc2C(=O)N([C@@H](C)CO)C[C@H]1C,0.8
C[C@H]1Cn2cnc(C(=O)N3CCN(c4ccccc4)CC3)c2C(=O)N1,1.4
Cc1ccc(-c2ccc3c(c2)O[C@@H](CN(C)C(=O)C2CCC2)[C@H](C)CN([C@@H](C)CO)S3(=O)=O)cc1,0.8

# Some of these compounds in order of count of non-hydrogen atoms, falling.
SMILES,TcdB inh
C[C@H]1CCCCO[C@@H](CN(C)C(=O)Nc2ccc(C(F)(F)F)cc2)[C@@H](C)CN([C@@H](C)CO)C(=O)c2cc(NS(=O)(=O)c3ccccc3)ccc2O1,-20
CCCc1cn(CC[C@H]2CC[C@H](NC(=O)CCN3CCCCC3)[C@H](CO)O2)nn1,-0.8
C[C@H]1Cn2cnc(C(=O)N3CCN(c4ccccc4)CC3)c2C(=O)N1,1.4

# Additional entries.
SMILES,TcdB inh
O=C(Nc1ccc(Cl)cc1)N[C@H]1CC[C@H](CCNC(=O)c2cc(Cl)cc(Cl)c2)O[C@@H]1CO,-1.1
COc1ccc(S(=O)(=O)N(C)C[C@@H]2Oc3ccc(NC(=O)Nc4c(C)noc4C)cc3C(=O)N([C@H](C)CO)C[C@H]2C)cc1,-1.5
O=C(CC1CC1)Nc1ccc2c(c1)[C@@H]1C[C@@H](CC(=O)NC3CCCC3)O[C@H](CO)[C@@H]1O2,0.1
COc1ccc(S(=O)(=O)Nc2ccc3c(c2)C(=O)N([C@H](C)CO)C[C@@H](C)[C@H](CN(C)C)OCCCC[C@@H](C)O3)cc1,0.6
Cc1ccc(S(=O)(=O)NCc2ccccc2NS(=O)(=O)c2ccc(C)cc2)cc1,1.4
C[C@H]1CN([C@@H](C)CO)C(=O)Cc2cc(NC(=O)CCCCCC(=O)Nc3ccccc3N)ccc2O[C@@H]1CN(C)Cc1ccc(-c2ccccc2)cc1,-0.5
C[C@H](CO)N1C[C@H](C)[C@H](CN(C)CC2CC2)Oc2cc(-c3ccccc3)ccc2S1(=O)=O,-0.5
C[C@H](CO)N1C[C@H](C)[C@H](CN(C)Cc2ccc(C(F)(F)F)cc2)Oc2ccc(NC(=O)CCCN(C)C)cc2C1=O,0.3
O=C(C[C@@H]1C[C@H]2c3cc(NC(=O)Nc4ccc(C(F)(F)F)cc4)ccc3O[C@H]2[C@@H](CO)O1)NCc1ccc(Cl)cc1,-0.4
C[C@H]1CN([C@@H](C)CO)C(=O)Cc2cc(NC(=O)NC3CCCCC3)ccc2O[C@@H]1CN(C)Cc1ccc(C(=O)O)cc1,-0.5
C[C@H]1CN([C@@H](C)CO)C(=O)c2c(c3ccccc3n2C)-c2ccccc2CO[C@H]1CN(C)C(=O)Nc1ccccc1C(F)(F)F,0.7
CN(C)C(=O)C[C@@H]1C[C@H]2c3cc(NC(=O)NC4CCCC4)ccc3O[C@H]2[C@H](CO)O1,0.0
C[C@H](CO)N1C[C@H](C)[C@@H](CN(C)C(=O)Nc2cc(F)ccc2F)Oc2cc(C#CC3CCCC3)ccc2S1(=O)=O,0.4
CO[C@@H]1CN(C)C(=O)c2cc(NC(=O)c3ccccc3F)ccc2OC[C@H](C)N(CC2CCOCC2)C[C@H]1C,0.7
CCCCNC(=O)c1ccc(C#CC(C)(C)C)c(OC(C)=O)c1,0.3
COc1ccc(NC(=O)N(C)C[C@@H]2OCCCC[C@@H](C)Oc3ccc(NC(=O)NC(C)C)cc3C(=O)N([C@H](C)CO)C[C@H]2C)cc1,0.1
C[C@H]1CN([C@@H](C)CO)C(=O)c2cc(NS(=O)(=O)c3ccccc3)ccc2O[C@H]1CN(C)C(=O)Nc1cccc2ccccc12,-1.1
Cc1ccccc1S(=O)(=O)N1C[C@@H]2[C@H](c3ccccc31)[C@@H](CO)N2C(=O)CC1CC1,-2.3
C[C@H](CO)N1C[C@H](C)[C@@H](CN(C)C(=O)CC2CC2)Oc2cc(-c3cncnc3)ccc2S1(=O)=O,0.3
C[C@@H]1CN([C@@H](C)CO)S(=O)(=O)c2ccc(C#Cc3ccccn3)cc2O[C@@H]1CN(C)C(=O)C1CC1,-2.3
Cc1cc(C(=O)Nc2ccc3c(c2)C(=O)N(C)[C@H]2CC[C@H](CC(=O)NCc4ccc(-c5ccccc5)cc4)O[C@H]2CO3)no1,-0.4
N#Cc1ccc(-c2ccc(C3[C@@H]4CN(C(=O)C5CC5)C[C@H]3N4)cc2)cc1 (some centres not stated),0.3
CN1c2ccc(-c3ccccc3)cc2[C@@H]2[C@@H](CCN2C(=O)c2ccccc2)[C@@H]1CO,-9.0
CNC[C@@H]1Oc2ccc(NC(=O)Cc3cn(C)c4ccccc34)cc2C(=O)N([C@@H](C)CO)C[C@H]1C,0.2
CN1OC[C@@H]2CN[C@H](c3ccc(-n4ccnc4)cc3)C[C@@H]21,1.3

# The list goes on, overlapping the part above by 3 compounds.
SMILES,TcdB inh
CN1c2ccc(-c3ccccc3)cc2[C@@H]2[C@@H](CCN2C(=O)c2ccccc2)[C@@H]1CO,-9.0
CNC[C@@H]1Oc2ccc(NC(=O)Cc3cn(C)c4ccccc34)cc2C(=O)N([C@@H](C)CO)C[C@H]1C,0.2
CN1OC[C@@H]2CN[C@H](c3ccc(-n4ccnc4)cc3)C[C@@H]21,1.3
COc1ccccc1CN1CC[C@@H]2[C@H](CO)Nc3ccc(-c4cccc(C(=O)N(C)C)c4)cc3[C@@H]21,1.3
C[C@@H]1CN([C@@H](C)CO)S(=O)(=O)c2ccc(-c3ccc(C(=O)N(C)C)cc3)cc2O[C@H]1CN(C)C(=O)C1CCOCC1,1.1
CN(C)CC#Cc1ccc([C@H]2[C@@H](CO)N3CCCCN(C(=O)CN(C)C)C[C@@H]23)cc1,-2.3
C[C@H]1CN([C@@H](C)CO)C(=O)c2cc(C#CC3CCCCC3)cnc2O[C@H]1CN(C)Cc1cncnc1,-14
Cc1noc(C)c1NC(=O)N(C)C[C@@H]1Oc2ncc(C3=CCCC3)cc2C(=O)N([C@H](C)CO)C[C@@H]1C,-1.1
O=C(C[C@@H]1C[C@@H]2c3cc(NC(=O)Cc4ccncc4)ccc3O[C@@H]2[C@H](CO)O1)NCc1ccc2c(c1)OCO2,-2.4
COc1ccc(C(=O)N2C[C@H]3[C@@H](c4ccccc42)[C@@H](CO)N3Cc2ccc3c(c2)OCO3)cc1,1.1
CN1CCN(C(=O)C[C@@H]2CC[C@H]3[C@@H](COc4ccc(NC(=O)c5cccs5)cc4C(=O)N3C)O2)CC1,0.8

# A portion of the library (hit frequency here may not be typical).
